# Screening results (PubChem)
# mcGAS RapidFire = blocks mouse cGAS cGAMP production. Q8C6L5. recombinant mouse cGAS, cGAMP by RapidFire MS. inhibition, % at 12.5 µM. hit rate 0.18% among 130,000;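 active = inhibition of cGAS enzyme activity at or above 60%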;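 note: enzyme stimulated by 45 bp dsDNA with ATP and GTP substrates; cGAMP share of summed cGAMP plus half ATP and half GTP signals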
# Target sequence (Q8C6L5 whole entry, looked up): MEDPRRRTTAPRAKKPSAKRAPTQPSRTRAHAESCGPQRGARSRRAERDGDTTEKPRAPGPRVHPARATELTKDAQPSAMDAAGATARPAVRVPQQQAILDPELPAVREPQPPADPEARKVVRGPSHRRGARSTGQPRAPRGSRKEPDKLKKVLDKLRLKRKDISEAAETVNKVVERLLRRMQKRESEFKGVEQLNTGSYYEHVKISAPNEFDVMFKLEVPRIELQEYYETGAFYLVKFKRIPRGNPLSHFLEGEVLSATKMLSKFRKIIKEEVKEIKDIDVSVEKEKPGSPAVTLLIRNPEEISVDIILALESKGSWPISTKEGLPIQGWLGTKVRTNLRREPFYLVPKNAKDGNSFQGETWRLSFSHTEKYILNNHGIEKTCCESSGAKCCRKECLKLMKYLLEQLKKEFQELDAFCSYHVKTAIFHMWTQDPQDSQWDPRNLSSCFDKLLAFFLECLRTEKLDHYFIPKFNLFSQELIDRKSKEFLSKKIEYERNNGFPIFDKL
# The depositor's hits bear a star; & = joins results of further samples. These rows are one share of the data; count on the stated rates, not on these rows.
SMILES,mcGAS RapidFire
CCn1nc(C(=O)NCCOC)cc1-c1ccsc1,-13
CN(Cc1ccccc1)C(=O)CCC1CCN(C(=O)c2ccoc2)CC1,-3
CCn1c(NNC(=O)c2ccc3c(c2)nnn3CC)nc2ccccc2c1=O,0
CN1c2cc3c(cc2N=C(c2ccc(C(=O)O)cc2)c2ccccc21)C(C)(C)CCC3(C)C,-9
O=C(N1CCOCC1)C(F)(F)S(=O)(=O)Oc1ccccc1,-7
COc1ccccc1CCN1CCC(CN(C)C(=O)Cc2ccsc2)CC1,-5
CN1CC(NS(=O)(=O)Cc2ccccc2C(F)(F)F)CC1=O (centres undefined),-3
CCN(CC)C(=O)CCNC(=O)c1sccc1NC(=O)c1ccncc1,8
CCCCNS(=O)(=O)c1ccc2c(c1)C(=C(C#N)C#N)c1cc(S(=O)(=O)NCCCC)ccc1-2,-4
Brc1ccc(-c2noc(Cc3cccs3)n2)o1,-22
Cc1cc(N2C(=O)c3oc4ccc(F)cc4c(=O)c3C2c2cccnc2)no1 (centres undefined),0
Cc1ncc(CN(C)CC(O)COCC2=CCC3CC2C3(C)C)s1 (centres undefined),-16
Cc1cc(NC(=O)Cn2cnc3ccccc32)no1,-9
CNC(=O)NC(=O)COC(=O)C=Cc1ccco1,-3
COC(=O)c1ccc(CN(Cc2ccsc2)Cc2ccco2)o1,-4
Cn1ccc(NC(=O)C2(c3cccc(Br)c3)CCCC2)n1,-1
CC(c1ccccn1)N(C)C(=O)c1cn(CCC2CCCCC2)nn1 (centres undefined),-8
Cc1nc2ccccn2c1C(=O)OCc1cc(-c2ccc(F)cc2F)on1,-1
CCCCCn1[nH]c(C)c(C(=O)c2ccc(C(=O)c3c(C)[nH]n(CCCCC)c3=O)cc2)c1=O,-13
O=C1NN=CCc2c1cnc1ncnn21,28
CCOC(=O)c1nn(-c2ccc(Cl)cc2)cc1O,0
O=Cc1cc(-c2ccccc2)oc1Cl,1
CC(C)c1nc(C(=O)N(CCN(C)C)CC2CCCN(Cc3ccccc3F)C2)cs1 (centres undefined),-12
CCn1c(=O)c(C(=O)CN2CCCc3ccccc32)c(N)n(Cc2ccccc2)c1=O,-6
CN(CCOc1ccc(Cl)cc1)C(=O)CSc1nnc(-c2cccs2)o1,-11
CS(=O)(=O)c1ccc2nc(NC(=O)CCc3nc4ccccc4c(=O)[nH]3)sc2c1,17
CN(C)c1nc(N)nc(CSc2nc3ccccc3o2)n1,-1
Cc1ccccc1CSC1=NS(=O)(=O)c2ccccc2N1,-6
CC(NS(=O)(=O)c1cccc2nsnc12)c1cccc(S(N)(=O)=O)c1 (centres undefined),6
CN(C)P(Cc1ccccc1)(Cc1ccccc1)=Nc1ccccc1,-5
COC(=O)C1Cc2ccccc2CN1C(=O)c1cc2c(C)nn(Cc3ccccc3)c2s1 (centres undefined),-10
COc1cc(NC(=O)c2cc(=O)c(OC)co2)cc(OC)c1OC,-5
Cc1ccc(CSc2ncc(CO)n2CC(=O)NC2CC2)cc1,1
CC(C)CN1CCCC1c1ccc(C(=O)Nc2cnn(C)n2)s1 (centres undefined),-5
CCOc1ccc(C(=O)n2sc(=O)c3ccccc32)cc1,-4
Cc1ccccc1-c1cccc(CN2CCOCC(CN(C)C)C2)c1 (centres undefined),-14
O=C(O)CCc1ccc(-c2ccc(Cl)cc2)[nH]1,-8
CC(NC(=O)CN(C)CC(=O)Nc1ccc(Cl)c(Cl)c1)c1ccco1 (centres undefined),12
O=C(c1ccccc1)c1c[nH]c2cc3c(cc2c1=O)OCCO3,8
CC(C(=O)Nc1ccccc1C(F)(F)F)n1cnc2c(N(C)C)ncnc21 (centres undefined),8
O=C(NCCN1CCn2cc(OCc3ccccc3)c(=O)cc2C1=O)c1cccc(F)c1,-7
CC1N(C)c2cc3c(cc2C1(C)C)P(=S)(N1CCOCC1)OC(c1ccc(F)cc1)=N3 (centres undefined),-4
Cc1cc(C)n(CCNc2nc3ccccc3s2)n1,-2
Cc1ccc(OCCN(C)C(=O)c2cnc3n(c2=O)CCS3)cc1,-28
Cc1cc(N2CCC(C(=O)N3CC(C)OC(C)C3)CC2)nc(N)n1 (centres undefined),-8
Cc1ccc(-n2nnnc2SCc2nc3ccccc3o2)c(C)c1,-12
CN(c1ccc(F)c(F)c1)S(=O)(=O)c1ccc(CCC(=O)O)cc1,-8
Cc1ccc(C)c(S(=O)(=O)Nc2ccc(Nc3nc(C)cc(N4CCCC4)n3)cc2)c1,-9

# Some values from the list.
# `CC(C(=O)Nc1ccccc1C(F)(F)F)n1cnc2c(N(C)C)ncnc21` (centres undefined) – mcGAS RapidFire: 8
# `Cc1ccc(C)c(S(=O)(=O)Nc2ccc(Nc3nc(C)cc(N4CCCC4)n3)cc2)c1` – mcGAS RapidFire: -9
# `CC(NC(=O)CN(C)CC(=O)Nc1ccc(Cl)c(Cl)c1)c1ccco1` (centres undefined) – mcGAS RapidFire: 12
# `O=C(O)CCc1ccc(-c2ccc(Cl)cc2)[nH]1` – mcGAS RapidFire: -8
# `Cc1ccc(-n2nnnc2SCc2nc3ccccc3o2)c(C)c1` – mcGAS RapidFire: -12
# `CN(c1ccc(F)c(F)c1)S(=O)(=O)c1ccc(CCC(=O)O)cc1` – mcGAS RapidFire: -8
# `O=C(NCCN1CCn2cc(OCc3ccccc3)c(=O)cc2C1=O)c1cccc(F)c1` – mcGAS RapidFire: -7

# (list continues)
SMILES,mcGAS RapidFire
CN(C)C(=O)c1ccccc1Sc1ccccc1Br,-1
O=C(COC(=O)C1CCCN1S(=O)(=O)c1ccccc1F)Nc1ccc([N+](=O)[O-])cc1 (centres undefined),-2
Cc1cc2c(cc1O)NC(=O)CC2c1cn[nH]c1-c1ccc(F)cc1 (centres undefined),-11
CC(NCc1ccc(S(N)(=O)=O)cc1)C(=O)Nc1ccccc1 (centres undefined),3
CC1CC1C(=O)Nc1ccccc1CS(=O)(=O)c1ccccc1 (centres undefined),-7&-7
Cc1ccc(NS(=O)(=O)c2ccccc2C#N)c(F)c1,-14
Cc1ccc(C)c2c(C)c(C(=O)N(CC(N)=O)C3CCCC3)oc12,-8
Clc1ccc(OCCSc2ncnc3nc[nH]c23)cc1,-7
COc1ccc(S(=O)(=O)N2CCOC23CCN(C(=O)c2ccc(C)c([N+](=O)[O-])c2)CC3)cc1,-13
COc1cc(-c2nc(C)c(C(C)=O)n2O)ccc1OCC(=O)Nc1cccc(C(F)(F)F)c1,-12
O=C(Cc1ccc2c(c1)OCO2)Nc1ccc2sccc2c1,-10
CC(OC(=O)c1nn(C)c(=O)c2ccccc12)C(=O)N1CCCCCC1 (centres undefined),-4
Cc1cc(CN2CCN3C(=O)CNC(=O)C3C2)ccc1N1CCCC1 (centres undefined),-4
CN(CC1CCCCO1)C(=O)c1cc(COc2cncc(Cl)c2)on1 (centres undefined),-2
COc1ccc(COn2c(=O)c(C)[n+]([O-])c3ccccc32)cc1OC,-6
N#CC1CN(C(=O)c2cc(Cl)ccn2)CCN1Cc1ccccc1 (centres undefined),-9
CN(Cc1ccc2c(c1)OCCO2)CC(O)COc1ccc(Cl)cc1Cl (centres undefined),19
O=C(CN1C(=O)C2SCCN2C(=O)c2ccccc21)NNc1nccc(C(F)(F)F)n1 (centres undefined),-2
N#Cc1c(Cl)nsc1N1CCOC(c2ccccc2)C1 (centres undefined),-4
CCOCc1ccccc1NC(=O)c1ccc(Oc2ccncc2)cc1,0
COc1ccccc1C(C)NC(=O)c1cc(C(C)C)nc2c1cnn2C(C)C (centres undefined),-9
CCNC(=S)n1ncc(C(=O)OCC)c1N,-9
CC1(C(=O)NS(=O)(=O)c2cccc(F)c2)CCN1C(=O)CC1CCCC1 (centres undefined),-7
COc1ccccc1/C=C1N=C(/C=C/c2ccc(C)cc2)OC\1=O,-5
CN(Cc1ccccc1)Cc1nc2c(c(=O)n(C)c(=O)n2C)n1Cc1ccc(F)cc1,-1
COc1cc(/C=N\n2cnnc2)cc(Br)c1OCc1ccc(Cl)cc1Cl,-11
COc1ccc(-c2cc(N)nc3[nH]ccc23)cc1CNC1CCCC1,-8
C=CCN(CC=C)CC(=O)Nc1sc2c(c1C(N)=O)CCCC2,-14
COc1cc(OC)c(OC)cc1CN1CCN(Cc2ccc(C)o2)C(CCO)C1 (centres undefined),1
CCO[C@H]1COC[C@@H]1NC(=O)Cc1c(C)[nH]c2ccccc12,-12
CC(C)(C)n1ncc2c(=O)n(NC(=O)c3cccc(Br)c3)cnc21,-4
COC(=O)CN1CC2(CCN(C(=O)C(C)ON=C(C)C)CC2)OC1=O (centres undefined),-3
CCCC(=O)C1=C(c2ccc(Cl)c(Cl)c2)N(C(=O)CCC)n2cnnc2S1,3
O=S(=O)(c1ccc(Br)cc1Cl)N1CCNCC1,-6
CCc1nnc(SCC(=O)N(c2ccccc2)C(C)C)n1-n1cccc1,-10
CCOC(=O)C1(CC2CCCCO2)CCN(C(=O)CCc2nc3ccc(F)cc3[nH]2)CC1 (centres undefined),-3

# The final 3 records of the section above lead into the next:
SMILES,mcGAS RapidFire
O=S(=O)(c1ccc(Br)cc1Cl)N1CCNCC1,-6
CCc1nnc(SCC(=O)N(c2ccccc2)C(C)C)n1-n1cccc1,-10
CCOC(=O)C1(CC2CCCCO2)CCN(C(=O)CCc2nc3ccc(F)cc3[nH]2)CC1 (centres undefined),-3
COC(C)c1cccc(NC(=O)C(=O)NC2CCN(C(C)C)C2)c1 (centres undefined),-5
Cc1ccc(-n2c(SCC(N)=O)nc3c(c2=O)SCC3)cc1,2
O=[N+]([O-])c1ccc(-c2nc3c([nH]2)-c2cccc4cccc-3c24)cc1,0
Cc1nonc1CC(=O)N1CCC(N2CCC(C(=O)NCc3ccccn3)CC2)CC1,-9
CN(C)Cc1nc(C(=O)N[C@H]2C[C@H]3C(=O)N(C)CC(=O)N3C2)cs1,-23
COc1ccc(CN2CCCC(CNC(=O)c3ccc(-c4ccccc4)cc3)C2)cc1O (centres undefined),-3
O=C(c1nc2sccn2c1CN1CCC(OCc2cccnc2)CC1)N1CCCCC1,-2
CC1CCc2c(nc3sc4c(c3c2N)CCCC4)C1 (centres undefined),1
O=C(NC1CC1)C1CCN(C2CCN(C(=O)COc3ccccc3Cl)CC2)CC1,-10
CC(=O)Nc1ccc(CN2C(=O)C(C)ON=C2C2CC2)cc1 (centres undefined),2
O=C(Nc1nc(-c2cc3ccccc3oc2=O)cs1)c1ccccc1Br,-9
Cc1cccn2c(=O)nc(SCC(=O)Nc3ccc(C(N)=O)cc3)nc12,-6
COc1ccccc1N=C1SC(C(=O)Nc2ccc(C)c(Cl)c2)CC(=O)N1C (centres undefined),-5
CCC(=O)Nc1ccc(S(=O)(=O)NCCc2ccc3c(c2)CCCN3C)c(C)c1,3
CC(Nc1ccc2c(c1)NC(=O)CO2)C(=O)N1CCC(Cc2ccccc2)CC1 (centres undefined),2
CC(=O)N1CCc2cc(NC(=O)CN(C)C3CCc4ccccc43)ccc21 (centres undefined),-7
C=CCCC(=O)N1CCC2(CCCN(Cc3ccc(C(C)C)cc3)C2)C1 (centres undefined),-13
CCOC(=O)c1ccc(S(=O)(=O)NC(C)c2ccc(C)o2)c(Br)c1 (centres undefined),-1
O=S(=O)(c1ccccc1)N1CCSC1c1ccccc1 (centres undefined),5
COCC1CCCCN1Cc1nc(-c2ccc(C)o2)oc1C (centres undefined),1
CCOc1cc2c(cc1CNCc1cc(Cl)c(OC(C)C)c(OC)c1)OC(C)C2 (centres undefined),-4
OCC(O)CSc1ncc(-c2ccccc2)n1CC(F)(F)F (centres undefined),-32
CCOc1ncccc1CNc1nc(-c2cccnc2)nc2c1CCNC2,-15
O=c1ccc(-c2ccccc2)nn1CCCNS(=O)(=O)c1cccc(C(F)(F)F)c1,7
CCC(C)N(Cc1cccnc1)Cc1cccc(C)n1 (centres undefined),5
COc1ccc(NC(=O)CCC(=O)N2CCc3ccccc3C2)cc1,-3
CC(C)Cc1nc(CCc2cnn(C)c2)n(-c2ccc(F)cc2)n1,-18
CC(C)NC(=O)[C@@H]1C[C@H](N)CN1Cc1cc2c(cc1Cl)OCO2,-16
O=C(CN1C(=O)CSC1=O)N1CCCCC1,-28
O=C(c1ccco1)N1CCC(Nc2ncnc3[nH]ncc23)CC1,-1
COc1ccc(CCC(=O)N2CCN(c3ccccn3)CC2)cc1OC,-5
CCNC(=O)C12CCC(C)(c3nc4cc(C)c(C)cc4nc31)C2(C)C (centres undefined),4
COc1ccc(OC)c(CCN2CC(=O)N(c3ccccc3)C3CS(=O)(=O)CC32)c1 (centres undefined),-7
O[C@@H]1CN(c2ncnc3sccc23)CC[C@H]1c1ccc2c(c1)OCO2,-16
C1=CC2CC1CC2CN1CCN(Cc2ccc3c(c2)OCO3)CC1 (centres undefined),-1
COc1ccccc1NS(=O)(=O)c1ccc2c(c1)CCN2C(C)=O,-16
CCc1ccccc1NC(=O)CN(C)C(=O)c1cc(C)sc1C,-11
O=S(=O)(c1cccc(Cl)c1Cl)N1CCCC1c1ccc2c(c1)OCCCO2 (centres undefined),-10
Cc1ncsc1CCC(=O)NC(c1ccccc1)c1ccco1 (centres undefined),-14
C#CCN(CC=C)C(=O)C1CCC(=O)N(CC2CCCCC2)C1 (centres undefined),-5
O=C(ON=C1CCCC1)c1ccc(Br)cc1,-8
Cc1ccc(CCC(=O)N(C)Cc2cnn(C(C)C)c2)cc1C,-4
Cc1nnsc1C(=O)OCc1cc(-c2ccc3c(c2)CC(C)O3)on1 (centres undefined),-6
COc1ccc(NC(C(=O)N2CCCCC2)c2ccccc2)cn1 (centres undefined),-9
CC(C)[C@@H]1CC[C@@H](C)C[C@H]1OC(=O)c1ccccc1,-6
COCCN(CC1CCN(Cc2ccccc2OC)CC1)C(=O)CSC,-9
N[C@@H]1CC[C@@H](NC(=O)c2ncccc2O)C1,-17
CCOc1ccc(N2C=Nn3c(nnc3SC(C)C)C2)cc1,-6

# In a second layout: results already given.
CC(C)[C@@H]1CC[C@@H](C)C[C@H]1OC(=O)c1ccccc1
- mcGAS RapidFire: -6
COCCN(CC1CCN(Cc2ccccc2OC)CC1)C(=O)CSC
- mcGAS RapidFire: -9
N[C@@H]1CC[C@@H](NC(=O)c2ncccc2O)C1
- mcGAS RapidFire: -17
CCOc1ccc(N2C=Nn3c(nnc3SC(C)C)C2)cc1
- mcGAS RapidFire: -6
